SENP1 FRET inh: inhibitors of human SENP1 SUMO protease catalytic domain | inhibition, % at 10 µM | recombinant SENP1 catalytic domain, CyPet-SUMO1-YPet FRET cleavage | Q9P0U3 | hit rate 0.21% among 360,000;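 active means inhibition at least 30% at 10 µM, raw YFP signal under a set limit, fluorescence ratio 0.5 to 1.5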;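 further: 0% = enzyme with DMSO and 100% = no enzyme wells; some results filed as inactive read as strong as hits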
Target sequence (Q9P0U3 419-644 limits assumed): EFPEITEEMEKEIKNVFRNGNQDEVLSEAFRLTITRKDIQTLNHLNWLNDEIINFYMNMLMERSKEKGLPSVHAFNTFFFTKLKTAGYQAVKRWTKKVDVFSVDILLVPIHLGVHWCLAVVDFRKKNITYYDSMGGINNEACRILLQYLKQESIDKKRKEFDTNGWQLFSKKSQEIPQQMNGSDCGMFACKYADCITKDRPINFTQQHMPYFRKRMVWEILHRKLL
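material = recombinant human SENP1 catalytic domain, His6-tagged | quantity = 20 pM enzyme | reagent = 25 nM SUMO1 FRET substrate | compound dosing = 10 µM single point, 0.5% DMSO | timing = 50 min enzyme reaction, room temperature, light-protected | detection = FRET, CFP and YFP emission | control set = no-enzyme low, enzyme-DMSO high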
SENP7 inh: blocks the human protease SENP7. recombinant SENP7, Z-RLRGG-aminoluciferin luminescence, 40 min. hit rate 1.5% among 330,000. inhibition, % at 5 µM;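 active means inhibition above about 50% at the single test dose, limit read from the data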;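 further: plate controls were DMSO with enzyme for no effect and no enzyme buffer wells for full effect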
Target sequence (Q9BQF6 706-1050 limits assumed): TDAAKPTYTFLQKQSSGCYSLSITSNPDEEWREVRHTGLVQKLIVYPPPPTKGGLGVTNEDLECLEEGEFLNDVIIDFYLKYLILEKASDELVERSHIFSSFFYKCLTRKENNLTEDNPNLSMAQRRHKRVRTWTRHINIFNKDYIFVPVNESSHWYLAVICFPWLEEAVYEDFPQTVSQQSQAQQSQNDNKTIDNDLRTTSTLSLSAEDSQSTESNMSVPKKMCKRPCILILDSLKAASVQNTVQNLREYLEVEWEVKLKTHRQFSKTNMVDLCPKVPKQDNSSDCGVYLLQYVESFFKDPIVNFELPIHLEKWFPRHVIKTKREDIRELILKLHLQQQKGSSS
SENP8 block-1: blocks human SENP8 cleavage of Nedd8 substrate | Q96LD8 | recombinant SENP8, Nedd8 substrate fluorescence | inhibition, % at 20 µM | hit rate 0.64% among 360,000 | AID 602440; in the data active means inhibition mostly above about 40%, no sharp cut-off; inactive means mostly below about 27%
APOBEC3G inh: APOBEC3G (human) deaminase inhibition; Q9HC16; recombinant A3G, ssDNA deamination FAM/TAMRA fluorescence; inhibition, % at 20 µM; hit rate 0.28% among 330,000;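 active means inhibition of at least 40% at 20 µM, with no more than 30% in the related APOBEC3A deaminase screen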;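 further: plate controls were DMSO wells with A3G for no effect and wells lacking A3G enzyme for full effect; some compounds called inactive have numbers as strong as hits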
Target sequence (Q9HC16 whole entry, looked up): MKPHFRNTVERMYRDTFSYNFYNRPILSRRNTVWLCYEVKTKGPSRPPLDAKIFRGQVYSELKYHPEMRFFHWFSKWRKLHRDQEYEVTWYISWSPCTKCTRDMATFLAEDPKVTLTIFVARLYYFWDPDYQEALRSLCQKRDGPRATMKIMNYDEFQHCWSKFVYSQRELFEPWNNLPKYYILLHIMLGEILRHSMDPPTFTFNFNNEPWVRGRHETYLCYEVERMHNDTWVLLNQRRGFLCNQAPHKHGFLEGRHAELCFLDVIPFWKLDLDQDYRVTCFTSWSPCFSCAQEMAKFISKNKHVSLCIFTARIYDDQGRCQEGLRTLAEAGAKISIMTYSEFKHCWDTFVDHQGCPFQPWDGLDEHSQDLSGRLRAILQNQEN
UBC13 polyUb: human UBC13 polyubiquitination inhibition | P61088 | UBC13 polyubiquitin chain formation, TR-FRET | inhibition, % at 20 µM | hit rate 0.47% among 330,000 | AID 485273; in the data active means inhibition above about 45%, passing the limit was not always enough
SENP8 block-2: SENP8 protease inhibition. hit rate 1.2% among 330,000. purified SENP8, Z-RLRGG-aminoluciferin cleavage, luminescence. inhibition, % at 10 µM. Q96LD8. AID 2540; in the data active means inhibition above about 50%
SENP6 inh: blocks the human protease SENP6 | Q9GZR1 | inhibition, % at 10 µM | AID 2599 | hit rate 1.8% among 330,000 | Recombinant SENP6 catalytic domain, aminoluciferin luminescence;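 active means inhibition above about 50% at the single tested dose, limit read from the data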;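 further: plate controls were DMSO wells with enzyme for no effect and DMSO wells lacking enzyme for full effect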
Apaf-1 inh: human Apaf-1 inhibition | reconstituted apoptosome caspase-3 activity, DEVD-Rh110 fluorescence | O14727 | inhibition, % at 20 µM | AID 489030 | hit rate 0.71% among 330,000; active means inhibition of at least 40% at 20 µM;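 further: plate controls were DMSO wells for no effect and DEVD-CHO caspase inhibitor wells for full effect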
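Assay system: Apoptosome proteins | Medium: pH 7.5 Hepes buffer with CHAPS, BSA, DTT | Also added: Cytochrome c and DEVD-Rh110 substrate | Times: 30 min plus 50 min, RT | Detection: Rhodamine 110 fluorescence at Ex 480/Em 540 nm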
An asterisk follows results filed as active; . = no result given.

smiles	APOBEC3G inh	SENP6 inh	UBC13 polyUb	Apaf-1 inh	SENP1 FRET inh	SENP7 inh	SENP8 block-2	SENP8 block-1
Cn1nnnc1Sc1ncnc2scc(-c3cccc(F)c3)c12	-5	0	-9	2	1	-5	-3	3
Cc1csc(NC(=O)C(NS(=O)(=O)c2ccc(Br)s2)c2ccccc2)n1 (stereo not drawn)	-4	-3	2	-12	2	2	6	14
CCOC(=O)C1CCN(C(=O)c2ccc(SC)cc2OC)CC1	1	-6	4	8	3	1	2	22
O=C(CN(C(=O)c1ccco1)c1cccc(F)c1)NCc1ccc(F)cc1	18	-6	-3	10	3	-13	-8	19
O=C(NCC(=O)N(Cc1ccccc1)C(C(=O)NC1CCCCC1)c1ccco1)c1ccco1 (stereo not drawn)	4	-1	-1	5	2	2	1	17
Nc1nc(-c2ccc(Br)cc2)cs1	0	15	6	15	5	-5	0	20
COc1cccc(C(=O)OCn2nnc3ccccc3c2=O)c1OC	-1	-20	-5	-10	3	-4	7	11
COc1ccc(S(=O)(=O)Nc2ccccn2)c(C)c1C	-1	-11	5	-2	1	3	0	-272
CCC1CCCCN1C(=O)c1ccc(OC)c(OC2CCN(C(C)C)CC2)c1 (stereo not drawn)	-3	-30	-9	-6	-3	14	-5	5
O=C(CNC(=O)c1ccccc1)Oc1ccc([N+](=O)[O-])cc1	-7	-22	-16	1	1	0	4	4
CN(C(=O)COC(=O)c1cccc(NS(=O)(=O)c2ccc(F)c(F)c2)c1)C1CCS(=O)(=O)C1 (stereo not drawn)	0	-6	-2	-15	-1	-3	5	-11
CCC1CCCCN1CCCNC(=O)Cn1c(=O)c2cccn2c2ccccc21 (stereo not drawn)	-6	11	6	-2	1	0	-1	5
Cc1cc(NC(=O)CSc2nnc(-c3cccc(Cl)c3)o2)no1	-6	5	-8	0	0	4	-4	13
Cc1ccc2oc(=O)c3cnn(CC(=O)NC4CCN(Cc5ccccc5)CC4)c3c2c1	-4	-4	1	3	-1	2	1	17
O=[N+]([O-])c1cccc2ccc(/C=C/c3ccc(Cl)cc3)nc12	-2	-6	-9	-8	13	3	0	1
COc1ccc(Sc2nnc(-c3ccccc3)cc2C#N)cc1	-7	-6	-1	10	3	3	-1	17
COc1ccccc1C1CCN(C(=O)c2ccc(Cl)cc2)CC1	-8	-9	1	18	2	-10	-14	7
CN(C)C(CNc1ncnc2sc3c(c12)CCCC3)c1ccco1 (stereo not drawn)	-9	-1	14	-21	-16	11	7	-18
O=C(CCC(=O)N1CCSc2ccccc21)NCCc1ccccc1	-2	-10	-9	6	-2	7	-7	19
CC1(c2ccccc2)CC2CC(c3ccccc3)N1O2 (stereo not drawn)	-5	7	15	-11	1	-1	9	9
Clc1ccccc1CONc1ncnc2nonc12	-7	62*	-7	-11	2	36	34	21
COc1cccc(CNC(=O)CCNC(=O)c2ccccc2OC)c1	-6	12	0	-9	-2	6	1	3
CCOc1ccc(S(=O)(=O)NC2CC2)cc1	-6	3	5	-4	1	-3	-7	29
Cc1c(NC(=O)C2CC(c3c(F)cccc3Cl)=NO2)c(=O)n(-c2ccccc2)n1C (stereo not drawn)	-2	-32	-8	-3	1	-5	-3	11
Cn1ccc(C(=O)N/N=C/c2c[nH]c3ccccc23)n1	0	-4	-2	3	2	6	-7	-28
Cc1ccc(N2C(=O)NC(NC(=O)C(C)(C)C)(C(F)(F)F)C2=O)cc1C (stereo not drawn)	-3	5	8	5	3	2	-3	15
O=C(CNCc1ccccc1Cl)Nc1ccccc1N1CCCCC1	8	-15	5	21	1	-2	-1	0
CCCc1nc2sc3c(c2c(=O)n1NC(=O)CCCl)CCCC3	-4	-12	11	6	-1	4	2	18
O=C(NCCCN1CCCC1=O)c1ccccc1OCc1ccc(Cl)cc1Cl	-5	3	7	-3	1	3	2	14
O=C(NNC(=O)c1ccc(O)c(Cl)c1)c1cccc(S(=O)(=O)N2CCOCC2)c1	3	-4	-2	0	0	-4	4	19
CCN(C(=O)COC(=O)CCc1ccccc1)c1ccccc1	-2	-29	0	10	2	-13	9	4
O=C(CN1CCOCC1)Nc1ccccc1C(=O)O	1	-7	4	-6	2	5	-2	11
O=C(CCN1C(=O)[C@@H]2Cc3ccccc3CN2C1=O)N[C@H](C(=O)O)c1ccccc1	-3	-1	2	11	0	-7	3	8
COc1cc(/C=C2\CCCc3c2nc2ccccc2c3C(=O)O)cc(OC)c1O	-2	-8	1	-6	-23	0	0	-383
O=C(CCCc1c[nH]c2ccccc12)Nc1ncccc1O	-6	2	9	0	0	-2	-3	-3
CCOC(=O)N1CCC(NC(=O)c2ccc3c(c2)N(Cc2ccc(C)cc2)CCS3)CC1	-5	-6	14	24	2	-1	-6	-468
COc1ccc(N2CC(O)=C(c3nc4ccccc4s3)C2=N)c(OC)c1	-1	5	2	19	-9	7	-5	-128
CCOC(=O)c1ccc(N=Nc2c(C)c(C#N)c(O)[nH]c2=O)cc1	-7	92*	-128	-4	0	98*	94*	25
CC(NC(=O)COC(=O)c1cccnc1Cl)C12CC3CC(CC(C3)C1)C2 (stereo not drawn)	-1	4	3	12	-3	0	3	3
COc1cccc(/C=C2\SC(=S)N(CCCC(=O)Nc3cc(C)on3)C2=O)c1	-7	2	4	-6	15	-10	-1	3

Some of the entries above in a different format:
Second line of a record: APOBEC3G inh | SENP6 inh | UBC13 polyUb | Apaf-1 inh | SENP1 FRET inh | SENP7 inh | SENP8 block-2 | SENP8 block-1
COc1cccc(/C=C2\SC(=S)N(CCCC(=O)Nc3cc(C)on3)C2=O)c1
→ -7 | 2 | 4 | -6 | 15 | -10 | -1 | 3
CCN(C(=O)COC(=O)CCc1ccccc1)c1ccccc1
→ -2 | -29 | 0 | 10 | 2 | -13 | 9 | 4
O=C(NCCCN1CCCC1=O)c1ccccc1OCc1ccc(Cl)cc1Cl
→ -5 | 3 | 7 | -3 | 1 | 3 | 2 | 14

The listing picks up with the three entries that preceded the break.
smiles	APOBEC3G inh	SENP6 inh	UBC13 polyUb	Apaf-1 inh	SENP1 FRET inh	SENP7 inh	SENP8 block-2	SENP8 block-1
CCOC(=O)c1ccc(N=Nc2c(C)c(C#N)c(O)[nH]c2=O)cc1	-7	92*	-128	-4	0	98*	94*	25
CC(NC(=O)COC(=O)c1cccnc1Cl)C12CC3CC(CC(C3)C1)C2 (stereo not drawn)	-1	4	3	12	-3	0	3	3
COc1cccc(/C=C2\SC(=S)N(CCCC(=O)Nc3cc(C)on3)C2=O)c1	-7	2	4	-6	15	-10	-1	3
C/C(=N/N1CCN(c2ccccn2)CC1)c1ccc([N+](=O)[O-])cc1	-5	-16	2	-2	1	-5	0	16
CCCCNc1cc(F)nc(N)n1	-6	3	5	-11	-13	6	-4	-5
Nc1nc(SCC(=O)Nc2cccc([N+](=O)[O-])c2)n[nH]1	-8	-18	-24	2	1	-14	-13	12
CCCC(c1nnnn1Cc1cccs1)N1CCN(c2nc3ccccc3s2)CC1 (stereo not drawn)	-5	-11	4	24	-7	-8	-11	18
Cc1ccccc1NS(=O)(=O)c1cc2c(cc1C)NC(=O)CO2	-1	-8	-1	7	0	4	-2	9
Cc1ccc(S(=O)(=O)NC(C)C(c2cccs2)N2CCN(C)CC2)cc1 (stereo not drawn)	-4	-10	1	-14	-1	10	-11	19
O=C(C[N+]1(CC#Cc2ccccc2)CCCCC1)c1ccccc1	13	2	-3	6	3	0	-6	16
O=C(CSc1nc2scc(-c3ccccc3)c2c(=O)[nH]1)NC1CCCCC1	-2	7	-4	-3	.	-5	3	.
COc1ccccc1NS(=O)(=O)c1cc(N=N/C(C(=O)Nc2ccc(Cl)cc2)=C(/C)O)ccc1C	1	-13	-29	6	2	-12	-14	18
CN(C(=O)CN(c1ccccc1)S(=O)(=O)c1ccc(F)cc1)C1CCS(=O)(=O)C1 (stereo not drawn)	-6	1	3	-21	1	2	4	14
Cc1cc(NC(=O)CSc2nc3cc(C(=O)NCCCOC(C)C)ccc3c(=O)n2Cc2ccco2)no1	-14	-15	10	-19	1	-1	3	-9
Cc1cc(C)n(CCC(=O)N2CCc3ccccc32)n1	-1	17	0	0	-1	2	-3	0
COc1cccc(C(=O)N2CCN(C(=O)Cc3ccccc3)CC2)c1	4	9	2	2	-1	4	1	12
O=C(CSc1ncnc2ccccc12)Nc1ccc2c(c1)OCO2	-8	-9	10	0	2	7	2	7
Cc1ccc(C(O)CSc2nnc(-c3ccc4ccccc4c3)n2C)cc1 (stereo not drawn)	-6	-1	7	-6	2	-2	-6	13
O=C(NCCc1nc2ccccc2[nH]1)C1CCC(=O)N(CCc2cccc(F)c2)C1 (stereo not drawn)	-3	6	0	-2	2	5	6	2
O=C1CN(C(=O)COC(=O)CCC(=O)c2ccc(Cl)cc2)c2ccccc2N1	-3	-11	-3	5	-2	-5	-4	6
COc1ccc(NC(=O)Nc2cccc3c2O[C@@H](CN(C)CC2CCCCC2)[C@@H](C)CN([C@H](C)CO)C3=O)cc1	2	-3	9	19	1	-1	8	12
CCN(CC)CCOC(=O)C(Cc1cccc2ccccc12)CC1CCCO1 (stereo not drawn)	-2	2	5	-1	0	-4	-1	15
Cc1ccc(C2=NN(C(=O)CN3C(=O)c4ccccc4S3(=O)=O)C(c3ccco3)C2)cc1 (stereo not drawn)	1	-7	17	15	-1	11	-6	-3
CCOC(=O)c1csc(NC(=O)CSc2nnnn2CC)n1	-4	-18	4	-8	1	6	-2	34
CCc1ccccc1NC(=O)C1CCCN1S(=O)(=O)c1ccc2c(c1)n(C)c(=O)c(=O)n2C (stereo not drawn)	-7	13	0	-8	1	2	-4	-64

Records listed so far marked active in SENP6 inh:
| structure | APOBEC3G inh | SENP6 inh | UBC13 polyUb | SENP1 FRET inh | SENP7 inh |
| --- | --- | --- | --- | --- | --- |
| Clc1ccccc1CONc1ncnc2nonc12 | -7 | 62* | -7 | 2 | 36 |
| CCOC(=O)c1ccc(N=Nc2c(C)c(C#N)c(O)[nH]c2=O)cc1 | -7 | 92* | -128 | 0 | 98* |

Screening data: PubChem BioAssay, Sanford-Burnham Center for Chemical Genomics
